Screening results (PubChem BioAssay)
MBNL1-CUG inh: qHTS Assay for Inhibitors of MBNL1-poly(CUG) RNA binding. Muscleblind-like protein 1 (Homo sapiens), Q9NR56. Potency, µM (doses to about 57.5 µM), for the others: top-dose activity change, negative = inhibition, actives largely listed as inhibitors. TR-FRET MBNL1-His/biotin-(CUG)12 binding, 665/545 ratio. actives 0.036% (n = 280,000); active = well fitted inhibition curve with a large enough effect in the signal ratio, with a control signal flat, not every such curve was filed as active; inconclusive = small, poorly fitted or top-dose-only effect, or effect the other way, or a change in a side signal; inactive = no such curve, though single readings can be large or run the other way; the % refers to the signal ratio; also: potency is read from the fitted curve at half-maximal effect; % is scaled to controls: 0 for no effect and ±100 for the full control effect
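His-tagged MBNL1 binding to biotinylated (CUG)12 RNA was measured by TR-FRET using terbium anti-His antibody (0.055 ng/ul final) and streptavidin-XL665 (5 nM final). Compounds were titrated 92 nM to 58 uM; 60 min at room temperature.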
TSHR antagonist: Antagonists of the Thyroid Stimulating Hormone Receptor: HTS campaign. Thyrotropin receptor (Homo sapiens), P16473. TSHR-expressing cells, TSH-stimulated cAMP HTRF, 2 h; stronger effect = lower value. activity change, negative = inhibition, % at 11.5 µM. actives 0.2% (n = 330,000);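 active = activity change below a set negative limit, meaning inhibition stronger than a set level, cut at about -70% in these data; inconclusive = activity change between two set negative limits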; also: % is scaled to controls: 0 for no effect and ±100 for the full control effect
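Read-out is FRET at 665 nm (cryptate excitation 337 nm) from a cryptate-tagged anti-cAMP antibody, competed by cell cAMP against cAMP-d2. Compounds are tested on freshly harvested TSHR cells challenged with 4nM TSH (EC80) for 2 hours at 37 deg C.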
Mito fusion act: qHTS Assay for Small Molecule Inhibitors of Mitochondrial Division or Activators of Mitochondrial Fusion. Potency, µM (highest dose often 46.1 µM), for the others: at the highest dose growth rescue (activation), actives largely listed as activators. AID 485298, 2010. actives 0.23% (n = 320,000). S. cerevisiae fusion-defective mutant growth rescue, CellTiterGlo 48 h;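 also: potency is read from the fitted curve at half-maximal effect; % of control where 0% means no effect; nearly all actives have a fitted effect of over 45% in size; temperature-sensitive fusion mutants such as fzo1-1 at 37 °C on non-fermentable ethanol glycerol medium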
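Read-out: ATP-based luminescence (CellTiterGlo, 10 min ambient) reporting growth of fusion-defective ts yeast after 48 hours at 37C on glycerol/ethanol YPEG medium in the presence of compound.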
TSG101-PTAP inh: qHTS Assay for Iinhibitors of HIV-1 Budding by Blocking the Interaction of PTAP/TSG101; AID 493005, 2010; 340,000 tested, under 10 active; Fluorescence polarization, FITC-PTAP peptide / Tsg101 binding; Potency, µM (doses to about 115 µM), without a hit: at the highest dose activity change, negative = inhibition, most hits filed as inhibitors; Tumor susceptibility gene 101 protein (Homo sapiens), Q99816; active = well fitted inhibition curve with a large enough effect in the main read-out, with a control signal flat, not every such curve was filed as active; inconclusive = small, poorly fitted or top-dose-only effect, or effect the other way, or a change in a side signal; inactive = no such curve, though single readings can be large or run the other way; also: potency is read from the fitted curve at half-maximal effect; % of control where 0% means no effect
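Compounds were pin-transferred onto Tsg101 binding domain (10 uM final) in HEPES pH 7.5 buffer, then FITC-PTAP peptide was added at 50 nM final. After 20 min at RT, polarization reported peptide displacement across a qHTS concentration series.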
Menin-MLL TR inh: qHTS Assay for Inhibitors Targeting the Menin-MLL Interaction in MLL Related Leukemias: Competition With Texas Red Labeled MLL-derived Mutant Peptide | Menin + Texas Red MLL mutant peptide, fluorescence polarization | Potency, µM (titrated, usually from 61.6 µM), for the others: at the top dose FP activity change, negative = inhibition, most hits filed as inhibitors | AID 1768, 2009 | actives 0.23% (n = 270,000); active = well fitted inhibition curve with a large enough effect in the polarisation, with a control signal flat, not every such curve was filed as active; inconclusive = small, poorly fitted or top-dose-only effect, or effect the other way, or a change in a side signal; inactive = no such curve, though single readings can be large or run the other way; the % refers to the polarisation; also: potency is read from the fitted curve at half-maximal effect; % of control where 0% means no effect; many of its hits are not listed in these tables
TCR act: Activators of T cell receptors: qHTS campaign. primary human leukocytes, anti-CD3, IL-2 HTRF, 48 h. Potency, µM (series often up to 9.22 µM), for the others: at the top dose activation of IL-2 secretion, usual class: activators. 330,000 tested, under 10 active. AID 504894, 2011; also: % of control where 0% means no effect
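HTRF read-out of IL-2 secretion: europium cryptate donor excited at 320nm, d2 acceptor emission at 665nm. Cells were primary human leukocytes incubated 48 hr with compounds and a-CD3 beads, supplying TCR signal only.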
S-ASM inh: Inhibitors of Secretory Acid Sphingomyelinase (S-ASM): qHTS | actives 0.006% (n = 340,000) | Sphingomyelin phosphodiesterase (Homo sapiens), P17405 | placental ASM, HMU-PC fluorogenic substrate, 60 min | Potency, µM (highest dose often 57.5 µM), inactives show top-dose activity change, negative = inhibition, most hits filed as inhibitors; also: potency is read from the fitted curve at half-maximal effect
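Fluorescence read-out (Ex 386 nm, Em 447 nm) after stopping the reaction at pH 10. Enzyme: ASM from human placenta; substrate HMU-PC0, 9 uM final; 60 min, 37 °C. Compound preincubation 10 min, ambient temperature.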
A-T KAP1 phos: qHTS Assay for Identifying a Potential Treatment of Ataxia-Telangiectasia; actives 0.19% (n = 320,000); Potency, µM (top dose mostly 57.5 µM), for inactives: at the top dose activation, usual class: activators; […] A-T fibroblasts, KAP-1 phosphorylation AlphaLISA; neocarzinostatin DNA damage 30 min before lysis; also: potency is read from the fitted curve at half-maximal effect; % of control where 0% means no effect; nearly all actives have a fitted effect of over 45% in size
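ATM-like activity read as KAP-1 phosphorylation via AlphaLISA donor/acceptor antibody pairs after lysis and 6 hr at 25C. Cells were ATM-null patient fibroblasts ([…], hTERT), dosed 60 min, then exposed to the DSB inducer NCS for 30 min.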
MLL CXXC-DNA inh: qHTS Fluorescence Polarization Assay for Inhibitors of MLL CXXC domain - DNA interaction. Histone-lysine N-methyltransferase 2A (Homo sapiens), Q03164. MLL-CXXC / FITC-HOXA9 DNA fluorescence polarization. Potency, µM (titrated, usually from 115 µM), without a hit: top-dose activity change, negative = inhibition, most hits filed as inhibitors. actives 0.037% (n = 290,000). AID 2662, 2010; active = well fitted inhibition curve with a large enough effect in the polarisation, with a control signal flat, not every such curve was filed as active; inconclusive = small, poorly fitted or top-dose-only effect, or effect the other way, or a change in a side signal; inactive = no such curve, though single readings can be large or run the other way; the % refers to the polarisation; also: potency is read from the fitted curve at half-maximal effect
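Steps: dispense CXXC domain solution (7 uM) → pin compounds or unlabeled HOX-A9 DNA control → 5 min ambient → add FLSN-HOX-A9 solution (50 nM) → spin → 30 min ambient → fluorescence polarization. Tris pH 7.5/NaCl/DTT/BSA buffer.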
Integrin act MD: qHTS for Activators of Integrin-Mediated Alleviation for Muscular Dystrophy | alpha7betagal myoblasts, beta-gal FDG fluorescence, 48 h | Potency, µM (highest dose often 38.3 µM), without a hit: at the top dose activation, actives largely listed as activators | actives 0.064% (n = 350,000);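 also: potency is read from the fitted curve at half-maximal effect; 100% = response of the positive control SU9516; nearly all actives have a fitted effect of over 60% in size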
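alpha7betagal+/- myoblasts (passage 13, 250/well) treated 48 h at 37C with compounds at 1:260 dilution of DMSO stock. Lysed, then beta-galactosidase activity read as FDG fluorescence (ex 480/em 540) after 30 min, with pre-read for autofluorescence.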
The depositor's hits bear a star; i = inactive; ? = inconclusive; · = not tested or not shown; [ ] = another dose, or the depositor's remark. Unless noted, calls follow the shape of the dose curve; as a rule, active = well fitted curve in the direction sought with a large enough effect; inconclusive = small, poorly fitted or top-dose-only effect, or another doubt; inactive = no such curve, though single readings can be large; an effect the other way counts as inactive or inconclusive. A portion of the library; rates above refer to the full screens.

SMILES | MBNL1-CUG inh | TSHR antagonist | Mito fusion act | TSG101-PTAP inh | Menin-MLL TR inh | TCR act | S-ASM inh | A-T KAP1 phos | MLL CXXC-DNA inh | Integrin act MD
CCN(C(=O)COc1ccc(C(C)=O)cc1)c1cccc2ccccc12 | · | · | · | -1% | · | -4% | -1% | 9% | · | -13%
Cc1ccc(Cl)cc1N1CCN(S(=O)(=O)c2ccc3[nH]c(=O)c(=O)[nH]c3c2)CC1 | -4% | -9 | 2% | -16% | 6% | -1% | ? | -2% | -6% | 14%
COc1cnc(-c2ccccn2)nc1Sc1ccc(Cl)cc1 | 13% | -9 | -8% | 0% | 5% | -4% | -7% | -6% | 2% | 30%[7.66 µM]
Cc1ccc(NC(=O)C2CCN(S(=O)(=O)c3cnc[nH]3)CC2)nc1 | 3% | 4 | 2% | -5% | 39%[activator] | -6% | 3% | -7% | 14% | 15%
Cc1c(/C=C/C(=O)c2ccc(Cl)s2)cnn1C | ? | -4 | 3% | -4% | 32%[activator] | 6%[46.1 µM] | 70% | 3% | -18% | -33%
CCN(CC)CCN(Cc1cc2cc3c(cc2[nH]c1=O)OCCO3)C(=S)NCCCN(C)C | -4% | 7 | 1% | -4% | 5% | 5% | 35%[activator] | 4% | 9% | -10%
CCN(C(=O)CN1CC(C)OC(C)C1)c1c(N)n(Cc2ccccc2)c(=O)[nH]c1=O (stereo not drawn) | -1% | 2 | 2% | 0% | -3% | -1% | 29% | 2% | 7% | 27%
O=C(c1nc2nc(-c3cccs3)cc(C(F)(F)F)n2n1)N1CCN(Cc2ccccc2)CC1 | ? | -3 | 6% | -3% | -1% | -3%[46.1 µM] | · | · | 3% | 17%
CCN(CC)S(=O)(=O)c1cccc(-c2nnc(SCCOc3ccccc3C)o2)c1 | 8% | -32 | -4% | -4% | 28% | 3% | -2% | 7% | 5% | -48%
CCOc1ccc(S(=O)(=O)N2CC(=O)Nc3ccccc32)cc1 | 1% | 3 | 8% | -1% | 22% | 3% | 4% | -3% | 8% | -4%
O=C(N/N=C/c1ccccc1Br)c1cccc(S(=O)(=O)N2CCOCC2)c1 | · | -18 | 2% | 0% | · | 7% | -4% | 2% | · | 8%
Clc1cccc(Cl)c1Cn1c(-c2cccnc2Cl)nc2ccccc21 | 7% | -14 | 0% | -6% | -19% | 1% | -4% | 8% | -2% | -12%
O=C(NCC(O)COc1ccc([N+](=O)[O-])cc1)c1ccccc1 (stereo not drawn) | ? | -7 | -3% | -4% | · | -6% | 1% | -9% | 1% | -31%[inhibitor]
CC(C)(C)OC(=O)CNC(=O)c1[nH]cnc1C(=O)NC1CCN(C(=O)OC(C)(C)C)CC1 | 4% | 2 | ? | -10% | -17% | 0% | 1% | -2% | -6% | 14%
CCOc1ccc(C(=O)COC(=O)c2c(-c3ccccc3)noc2C)cc1 | · | 0 | 18% | -6% | · | 1% | -2% | 5% | · | 0%
COC(=O)c1cc(-c2ccc(NC(C)=O)cc2)nc2ccccc12 | ? | -8 | 5% | 3% | 35%[activator] | -4% | 285%[activator] | 1% | -6% | -24%
Cn1c(N)c(C(=O)COC(=O)CCC(=O)c2cccs2)c(=O)n(C)c1=O | -6% | 10 | 1% | -6% | 3% | -19% | 5% | 6% | -9% | 19%
CC(C)C(NC(=O)C12CC3CC(CC(C3)C1)C2)C(=O)N/N=C/C1=C(N2CCOCC2)C(=C\c2ccc([N+](=O)[O-])cc2)/CC1 (stereo not drawn) | · | 7 | 0% | -8% | -7% | -1%[46.1 µM] | -3% | -4% | 10% | -25%
Cc1ccc(-c2nc3ccccc3[nH]2)cc1NC(=O)c1sc2cc(Cl)ccc2c1Cl | 23% | 35 | -6% | 0% | -3% | -3%[46.1 µM] | -3% | -2% | 22% | -2%
O=C(NNC(=S)NCC1CCCO1)c1ccc(S(=O)(=O)N2CCOCC2)cc1 (stereo not drawn) | -16% | 7 | 0% | -1% | 3% | -8% | 4% | 1% | -15% | -3%
O=C(O)CC(c1ccc(Br)cc1)N1Cc2ccccc2C1=O (stereo not drawn) | -1% | 0 | -3% | -3% | 7% | 1% | -2% | -14% | 5% | -25%
NNC(=O)CC1NCCN(Cc2ccccc2)C1=O (stereo not drawn) | -2% | 9 | -2% | -9% | 14% | -4% | 7% | -16% | -6% | 0%
CCN(C(=O)CN1C(=O)S/C(=C\c2cccc(Cl)c2)C1=O)C1CCS(=O)(=O)C1 (stereo not drawn) | ? | 5 | 1% | -1% | · | 3% | -5% | -6% | -6% | -4%
CC1CCN(S(=O)(=O)c2ccc3c(c2)C(=NO)c2cc(S(=O)(=O)N4CCC(C)CC4)ccc2-3)CC1 | 4% | -15 | 1% | 38%[activator] | -28% | 4% | 19% | -8% | 19% | -24%
CCOc1ccc(S(=O)(=O)NCc2ccco2)cc1 | -1% | · | 3% | 3% | -1% | -3% | 4% | · | -1% | 2%

Whole records from above:
Shown for `O=C(c1nc2nc(-c3cccs3)cc(C(F)(F)F)n2n1)N1CCN(Cc2ccccc2)CC1` : MBNL1-CUG inh: ?; TSHR antagonist: -3; Mito fusion act: 6%; TSG101-PTAP inh: -3%; Menin-MLL TR inh: -1%; TCR act: -3%[46.1 µM]; S-ASM inh: ·; A-T KAP1 phos: ·; MLL CXXC-DNA inh: 3%; Integrin act MD: 17%
Shown for `Cc1ccc(Cl)cc1N1CCN(S(=O)(=O)c2ccc3[nH]c(=O)c(=O)[nH]c3c2)CC1` : MBNL1-CUG inh: -4%; TSHR antagonist: -9; Mito fusion act: 2%; TSG101-PTAP inh: -16%; Menin-MLL TR inh: 6%; TCR act: -1%; S-ASM inh: ?; A-T KAP1 phos: -2%; MLL CXXC-DNA inh: -6%; Integrin act MD: 14%

More records.
SMILES | MBNL1-CUG inh | TSHR antagonist | Mito fusion act | TSG101-PTAP inh | Menin-MLL TR inh | TCR act | S-ASM inh | A-T KAP1 phos | MLL CXXC-DNA inh | Integrin act MD
CC(=O)Oc1cc2oc(=O)cc(C)c2cc1Cl | 39%[activator] | -12 | 1% | -4% | · | -11% | i | 7% | 23% | 1%
O=C1c2ccccc2C(Nc2ccc(S(=O)(=O)N3CCCCC3)cc2)N1Cc1ccco1 (stereo not drawn) | -2% | -17 | 2% | 0% | -1% | 3% | -8% | -19% | 11% | ?
CCOC(=O)c1c(C)[nH]c(C)c1C(=O)COC(=O)C1CC(=O)N(CCc2ccccc2)C1 (stereo not drawn) | · | -17 | · | -1% | · | -8%[46.1 µM] | 11% | -23% | · | 4%
CCCc1nc(SCC(=O)Nc2cc(Cl)ccc2OC)c2c(=O)n(C)c(=O)n(C)c2n1 | -2% | 9 | -6% | · | -7% | · | · | -1% | -2% | ·
COc1ccc(CNC(=O)CN2CCN(c3ccc(F)cc3)CC2)cc1 | -7% | -2 | 11% | -1% | -25% | -2% | 0% | 14% | 1% | 0%
COc1ccccc1C(=O)NCCNc1ccc([N+](=O)[O-])cc1Cl | ? | 7 | 1% | -6% | -9% | -4% | -14% | 5% | -3% | 16%
COCC(=O)N(C)c1nnc(-c2cnccn2)s1 | ? | 12 | -2% | -6% | -13% | -15% | 5% | 3% | 4% | -10%
CCOc1ccc(C(=O)Nc2cccc(-c3nc4ccccc4[nH]3)c2C)cc1[N+](=O)[O-] | · | -5 | 1% | -6% | 21% | 2%[46.1 µM] | -15% | -6% | -7% | -2%
NC(=O)NOCc1ccc(F)cc1Cl | -6% | 6 | 1% | 2% | 13% | 10% | 2% | 4% | 2% | -30%
Cc1cccc(OCCCSc2nc3ccccc3[nH]2)c1 | -18% | -11 | 2% | -2% | ? | -1% | -6% | 3% | -6% | 45%
